HTT cytoprotect: qHTS Multiplex Assay to Identify Dual Action Probes in a Cell Model of Huntington: Cytoprotection (ATP) | PC12 HTT-Q103 induced, cytoprotection, ATP luminescence, 40 h | Potency, µM (series often up to 56.4 µM), for the others: cytoprotection (ATP increase), usual class: activators | 0.14% of 230,000 active;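 further: potency means the concentration at half of the fitted maximal effect; % of control where 0% means no effect; nearly all actives have a fitted effect of over 45% in size; toxic huntingtin expression switched on by the ecdysone agonist tebufenozide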
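Quantitative HTS on tebufenozide-induced (100 nM) PC12 cells expressing HTTQ103 exon 1–GFP; compounds tested as a concentration series; survival measured via cellular ATP.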
Lamin A splicing: qHTS Assay for Modulators of Lamin A Splicing | AID 1487, 2009 | HeLa LMNA splicing GFP/RFP minigene ratio, 48 h | Potency, µM (doses to about 46.1 µM), inactives show at the highest dose ratio change, negative = inhibition, hits mostly inhibitors | 0.01% of 200,000 active; active means well fitted inhibition curve with a large enough effect in the signal ratio, with a control signal flat, not every such curve was filed as active; inconclusive means small, poorly fitted or top-dose-only effect, or effect the other way, or a change in a side signal; the % refers to the signal ratio; further: potency means the concentration at half of the fitted maximal effect; on the % scale 0 is the no-effect control and ±100 the full control effect
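Read-out is the ratio of GFP to DsRed2 object intensity, acquired by 488 nm laser-scanning cytometry on HeLa lamin A-EGFP minigene reporter cells. Compound incubation 48 hrs at 37 °C in Opti-MEM with 2% FBS; DMSO 0.5% final.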
IMPase Li cell: qHTS Assay for Identifying the Cell-Membrane Permeable IMPase Inhibitors: Potentiation with Lithium | CHO-M1 cells, IP1 TR-FRET (IP-One), carbachol + lithium | Potency, µM (top dose mostly 59.4 µM), without a hit: at the highest dose activity, negative = IMPase inhibition, actives largely listed as inhibitors | 0.35% of 210,000 active;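 further: IP1 builds up when IMPase is blocked and the TR-FRET signal falls; potency means the concentration at half of the fitted maximal effect; plate controls were basal vehicle for no effect and high inhibitor control for full effect; nearly all actives have a fitted effect of over 50% in size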
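Lithium-sensitised IP1 accumulation assay; M1-expressing CHO cells treated 30 min at 37C with compound. Competitive antibody detection by time-resolved FRET followed a 10 min room-temperature lysis step.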
HTT aggregate: qHTS Multiplex Assay to Identify Dual Action Probes in a Cell Model of Huntington: Aggregate Formation (GFP); PC12 HttQ103-GFP aggregates, Acumen cytometry, 40 h; Potency, µM (titrated, usually from 46.1 µM), for the others: at the highest dose activity change, negative = inhibition, hits mostly inhibitors; 1.1% of 220,000 active; further: potency means the concentration at half of the fitted maximal effect; on the % scale 0 is the no-effect control and ±100 the full control effect; nearly all actives have a fitted effect of over 60% in size
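Compounds (qHTS titration) were added to PC12 cells expressing an ecdysone-driven HTT exon 1 Q103–GFP fusion after induction with 100 nM tebufenozide. Aggregate formation was measured as GFP objects in cell lysates.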
KinaseGlo FLuc: Counterscreen for Luciferase (Kinase-Glo TM) Inhibition. Kinase-Glo luciferase, ATP luminescence, 8 min. AID 1379, 2008. Potency, µM (titrated, usually from 38.3 µM), for the others: at the top dose activity change, negative = inhibition, hits mostly inhibitors. 0.28% of 200,000 active; further: potency means the concentration at half of the fitted maximal effect; on the % scale 0 is the no-effect control and ±100 the full control effect; nearly all actives have a fitted effect of over 60% in size
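Light output from Kinase-Glo luciferase with luciferin and 10 uM ATP in 50 mM imidazole pH 7.2, KCl, MgCl2, Tween 20, BSA; compound pin-delivered, 8-min ambient incubation, then luminescence read.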
SMN2 splice up: qHTS Assay for Enhancers of SMN2 Splice Variant Expression. HEK293 SMN2-luciferase splicing reporter, luminescence, 30-36 h. 2.8% of 210,000 active. Potency, µM (titrated, usually from 46.1 µM), for inactives: at the top dose activity change, positive = activation, most hits filed as activators; further: potency means the concentration at half of the fitted maximal effect; % of control where 0% means no effect; nearly all actives have a fitted effect of over 55% in size
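HEK293 cells carry an SMN2 […]–luciferase reporter in which exon 7 inclusion puts luciferase in frame. Cells were plated 10-12 h before compound addition, then incubated 30-36 h at 37C. ONE-Glo luminescence was read; sodium butyrate at 4.5 mM final served as control.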
CBFb RUNX1 block: qHTS Assay for Compounds Blocking the Interaction Between CBF-beta and RUNX1 for the Treatment of Acute Myeloid Leukemia; Runt-related transcription factor 1 (Homo sapiens) + Core-binding factor subunit beta …; AlphaScreen CBFb-His/RUNX1-biotin binding, biochemical; Potency, µM (series often up to 59.8 µM), inactives show at the top dose activity, negative = inhibition, usual class: inhibitors; 230,000 tested, under 10 active; further: % of control where 0% means no effect
Target sequence (Q01196 whole entry, looked up): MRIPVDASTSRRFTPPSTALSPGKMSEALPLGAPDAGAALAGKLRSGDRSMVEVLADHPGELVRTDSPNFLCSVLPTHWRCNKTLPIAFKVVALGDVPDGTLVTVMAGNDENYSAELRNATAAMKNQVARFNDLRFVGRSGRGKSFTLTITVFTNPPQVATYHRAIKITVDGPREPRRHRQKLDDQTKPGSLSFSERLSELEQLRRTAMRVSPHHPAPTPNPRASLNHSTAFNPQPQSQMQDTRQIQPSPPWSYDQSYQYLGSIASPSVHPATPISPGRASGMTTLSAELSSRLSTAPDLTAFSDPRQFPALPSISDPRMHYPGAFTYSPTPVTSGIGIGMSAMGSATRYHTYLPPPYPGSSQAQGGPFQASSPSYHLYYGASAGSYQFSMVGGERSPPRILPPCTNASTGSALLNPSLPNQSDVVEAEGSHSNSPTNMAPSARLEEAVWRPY
Target sequence (Q13951 whole entry, looked up): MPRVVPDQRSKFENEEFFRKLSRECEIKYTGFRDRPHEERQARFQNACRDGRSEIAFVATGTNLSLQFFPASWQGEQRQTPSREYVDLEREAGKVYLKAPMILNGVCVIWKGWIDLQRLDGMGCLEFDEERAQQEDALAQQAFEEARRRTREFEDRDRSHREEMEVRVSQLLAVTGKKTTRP
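Room-temperature protein-protein interaction test with 30 nM each of His-tagged CBF-beta and biotinylated RUNX1, 15 min with compound, then 90 min with nickel plus streptavidin beads. Signal read in AlphaScreen mode.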
Numbers without * were called inactive; ? = inconclusive; . = not tested or not shown; [ ] = remark or other dose. Unless noted, the call rests on the fitted dose curve; in most records, active means well fitted curve in the direction sought with a large enough effect; inconclusive means small, poorly fitted or top-dose-only effect, or another doubt; inactive means no such curve, though single readings can be large; an effect the other way counts as inactive or inconclusive.

SMILES | HTT cytoprotect | Lamin A splicing | IMPase Li cell | HTT aggregate | KinaseGlo FLuc | SMN2 splice up | CBFb RUNX1 block
Cc1ccc(N2CC(C(=O)N3CCN(c4ccccc4)CC3)CC2=O)cc1 (centres undefined) | 2% | -3% | 14%[38.3 µM] | -4% | -3% | ? | 4%
C/C(N)=C(/C#N)C(=O)COC(=O)c1cc(-c2ccc(Br)cc2)nc2ccccc12 | -8%[10 µM] | ? | -3% | 4% | -5% | -51%[inhibitor] | 16%
O=c1c2ccccc2n(Cc2ccc(F)cc2)c(=O)n1C1CCCC1 | 11%[10 µM] | 14% | 28%[38.3 µM] | -31% | 2% | -34%[inhibitor] | 21%
CCCCCCCC(=O)NC1=NC(=O)C(C)(C)S1 | 10%[10 µM] | . | . | 30%[9.22 µM] | . | . | 9%
O=C(NNc1ncnc2ccccc12)c1cccc(Cl)c1 | -12%[10 µM] | . | . | -5%[9.22 µM] | . | . | 17%
C=CCOc1cc(C)nc(-c2ccccc2O)n1 | 13% | -4% | 4%[38.3 µM] | -10% | 16% | -14% | 12%
CCOC(=O)c1cnc2cc(-c3ccc(C(C)(C)C)cc3)nn2c1N | 1% | 3% | -1%[38.3 µM] | 2% | 1% | -13% | 3%
COc1ccc(C(CC(=O)c2ccccc2)S(=O)(=O)c2ccc(C)cc2)cc1 (centres undefined) | -15% | ? | 12%[38.3 µM] | -7% | -20% | ? | 2%
CC(c1nccs1)N(C)c1nc2nonc2nc1NC1CC1 (centres undefined) | 4%[10 µM] | . | 8% | 5%[9.22 µM] | -3% | . | 0%
CCN(Cc1cc(=O)[nH]c2ccccc12)C(=O)c1ccc(C)cc1 | -12%[10 µM] | . | . | -14%[9.22 µM] | . | . | 4%
O=C(NCc1ccc(Cl)cc1)NCc1ccc(Cl)cc1 | 2% | . | -7% | -15% | 2% | 7% | -6%
CCc1cccc(NS(=O)(=O)c2c(C)n[nH]c2C)c1 | -7%[10 µM] | -10% | 0% | 4% | 0% | -6% | 2%
Nn1c(SCc2ccccc2)nnc1-c1ccco1 | -11% | -6% | 12%[38.3 µM] | -11% | -2% | 27% | 3%
COc1cccc(C(c2sc3nc(C)nn3c2O)N2CCN(C(=O)c3ccco3)CC2)c1 (centres undefined) | -2%[10 µM] | -3% | 18%[38.3 µM] | -4% | 3% | -6% | 5%
CC1CCN(C(=O)CSc2nc3ccccc3c(=O)[nH]2)CC1 | -5%[10 µM] | 5%[46 µM] | 13% | -3%[9.22 µM] | 2% | . | 2%
CC(NC(=O)CSc1n[nH]c(=O)n1C1CC1)C12CC3CC(CC(C3)C1)C2 (centres undefined) | 15% | 9% | 9%[38.3 µM] | 8% | 3% | . | 8%
CCCCn1c2nc3ccccc3nc2c2c(=O)n(CCC(C)C)cnc21 | -3% | -1% | -1%[38.3 µM] | -9% | 1% | -16% | 1%
CC(=O)Nc1ccc(NC(=O)CN(c2cccc([N+](=O)[O-])c2)S(C)(=O)=O)cc1 | 15%[10 µM] | 28%[46 µM] | 8% | 6%[9.22 µM] | -2% | 13% | -6%
CCOC(=O)c1c(NC(=O)CSc2nnc(C)s2)sc2c1CCC(CC)C2 (centres undefined) | -13%[10 µM] | ? | 4% | -10% | -2% | -34%[inhibitor] | 4%
NC(N)=N/N=C/c1ccc(OCc2ccc(Cl)cc2)cc1 | -20% | ? | . | 8% | . | . | -5%
CC(C)N(C(=S)NC1CC2CCC1C2)c1ccccc1 (centres undefined) | -35% | 17%[9.22 µM] | 11% | 3% | -1% | -8% | 6%
O=C(O)CSCC(=O)Nc1ccc(Br)c(C(F)(F)F)c1 | 8%[10 µM] | . | . | -8%[9.22 µM] | . | . | 4%
Cc1cnn(C(=S)NCc2ccc(Cl)cc2)c1 | 3%[10 µM] | 2% | 6% | -4% | -6% | -25% | -7%
COc1ccc(C2CC(c3cc(OC)ccc3OC)n3nnnc3N2)cc1 (centres undefined) | -13% | 7% | -1%[38.3 µM] | 13% | 2% | 13% | -3%
CCN(CC)C(=O)c1cnn(-c2ccccc2)c1NC(=O)c1ccccc1F | 7%[10 µM] | -5% | -4% | 11% | -2% | -28% | 7%
Cc1ccc(Cl)cc1N1CCN(C(=O)CCS(=O)(=O)c2cccc3nonc23)CC1 | -11%[10 µM] | ? | 12% | -23% | -1% | -35%[inhibitor] | -27%
Cc1cc(NC(=O)CSc2nnc(-c3cccs3)n2N)no1 | -27% | 2% | . | -12% | . | . | -1%
CCCC(=O)Nc1cccc(NC(=O)c2cccc([N+](=O)[O-])c2C)c1 | -18%[10 µM] | -7% | -1% | 3% | 0% | -15% | 9%
COc1ccc(C(=O)n2c(-c3ccco3)nc3ccccc32)cc1 | -51%[inhibitor][0.074 µM] | ? | 18%[38.3 µM] | 25% | -3% | ? | -1%
COc1ccc(C(=O)NCc2cccnc2)cc1S(=O)(=O)N1CCOCC1 | 23% | 6% | 18%[38.3 µM] | 3% | 1% | . | 5%
Cc1cc2c(c(C)c1Br)C(c1ccc3c(c1)OCO3)CC(=O)O2 (centres undefined) | -49%[inhibitor] | . | 19% | . | 1%[39.9 µM] | . | 13%[89.1 µM]
COc1ccc2[nH]c(=O)c(CN(CCO)C(=O)NCc3ccccc3)cc2c1 | -23% | 10% | -13%[38.3 µM] | -8% | -1% | -5% | 0%
CCCCCCCCCC(=O)N/N=C(\C)c1cccnc1 | 1%[10 µM] | ? | 7% | ? | -1% | -23% | 13%
CCOC(=O)c1cnc(-c2ccccc2)nc1Oc1cccc(Cl)c1 | 22% | 1% | 11%[38.3 µM] | 6% | -1% | -14% | 5%
CCNc1ccc(C(=O)OCC)cc1NC(=O)c1cccc(N(C)C)c1 | -86%[inhibitor][10 µM] | ? | 8%[38.3 µM] | 4% | 6% | 12% | -12%
COc1ccc(CCN2C(=O)CC(NC34CC5CC(CC(C5)C3)C4)C2=O)cc1OC (centres undefined) | 13% | 3%[46 µM] | 6% | -2% | 1% | -8% | 3%
C=CCc1ccccc1OCCSc1nc2ccc([N+](=O)[O-])cc2s1 | 11%[10 µM] | -3% | 19% | -7% | -2% | -11% | -4%
O=C(COC(=O)c1ccc[nH]c1=O)NCCc1ccc(Cl)cc1Cl | -13%[10 µM] | . | . | 7%[9.22 µM] | . | . | 3%
Cc1nc(/C(N)=N/OC(=O)c2ccccc2Cl)c(C(F)(F)F)o1 | -9%[10 µM] | . | . | -17%[9.22 µM] | . | . | 15%
O=C(C1=C(O)C(=O)N(CCOCCO)C1c1cccs1)c1cccs1 (centres undefined) | -23%[0.074 µM] | ? | 7.9µM* | 0% | -4% | ? | 1%
OCCCN=c1cc(-c2ccccc2)oc2ccc(Cl)cc12 | -14% | ? | 47%[activator][38.3 µM] | 6% | -2% | -3% | 3%
CCc1c(C)[nH]n(-c2nc(-c3ccccc3)cs2)c1=O | -26% | ? | -7% | -19% | -3% | -24% | -11%
O=C(Cn1cnc([N+](=O)[O-])n1)N/N=C/c1cc(Cl)ccc1O | -88%[inhibitor] | ? | -1% | 11µM* | 0% | 29% | -25%
Fc1ccc(Cl)cc1/C=N/n1cnnc1SCc1ccccc1 | -2%[10 µM] | 6% | 12%[38.3 µM] | -12% | 0% | -7% | 0%
O=C(NCc1ccc2c(c1)OCO2)c1ccc(S(=O)(=O)C(F)F)cc1 | -34%[inhibitor] | 7%[46 µM] | -1% | -12% | -1% | -22% | 6%

Some of the entries so far, with tabs.
SMILES	HTT cytoprotect	Lamin A splicing	IMPase Li cell	HTT aggregate	KinaseGlo FLuc	SMN2 splice up	CBFb RUNX1 block
O=C(C1=C(O)C(=O)N(CCOCCO)C1c1cccs1)c1cccs1 (centres undefined)	-23%[0.074 µM]	?	7.9µM*	0%	-4%	?	1%
OCCCN=c1cc(-c2ccccc2)oc2ccc(Cl)cc12	-14%	?	47%[activator][38.3 µM]	6%	-2%	-3%	3%
CCc1c(C)[nH]n(-c2nc(-c3ccccc3)cs2)c1=O	-26%	?	-7%	-19%	-3%	-24%	-11%
O=C(Cn1cnc([N+](=O)[O-])n1)N/N=C/c1cc(Cl)ccc1O	-88%[inhibitor]	?	-1%	11µM*	0%	29%	-25%
Fc1ccc(Cl)cc1/C=N/n1cnnc1SCc1ccccc1	-2%[10 µM]	6%	12%[38.3 µM]	-12%	0%	-7%	0%

The results go on.
SMILES | HTT cytoprotect | Lamin A splicing | IMPase Li cell | HTT aggregate | KinaseGlo FLuc | SMN2 splice up | CBFb RUNX1 block
Nc1nc(NCCCN2CCOCC2)nc(Nc2ccccc2F)c1[N+](=O)[O-] | 11%[10 µM] | . | . | 7%[9.22 µM] | . | . | 0%
COc1ccc(OC)c(Nc2ncnc3c2cnn3-c2cccc(C)c2)c1 | -19%[10 µM] | ? | 14% | -28% | -1% | ? | -4%
CCC(C)NC(=O)C1CCC(=O)N(c2ccc3c(c2)OCO3)C1c1ccc(OC)cc1 (centres undefined) | 3%[10 µM] | -8% | 24%[38.3 µM] | -13% | -1% | 3% | 7%
CCOC(=O)N1CCC(NC(=O)c2ccc(OC)c(CN3CC(=O)N4CCCC4C3=O)c2)CC1 (centres undefined) | 4%[0.074 µM] | ? | 1%[38.3 µM] | 16% | 10% | -13% | 2%
C/C(=N\NS(=O)(=O)c1ccccc1)c1ccc2c(c1)OCCO2 | 45%[10 µM] | 1% | 1% | 2% | -2% | -5% | 1%
CS(=O)(=O)Nc1cccc(-c2cncnc2NCc2cccnc2)c1 | -10% | -8% | -2% | . | . | . | .
O=C(CC1C(=O)NCCN1C(=O)Nc1ccc(F)cc1F)Nc1ccc(F)cc1 (centres undefined) | -3%[10 µM] | . | . | -12%[9.22 µM] | . | . | 0%
Cc1nc([N+](=O)[O-])c(NCCCO)n1Cc1ccccc1 | -26% | . | 3% | 0% | -5% | 10% | -4%
O=C(COc1ccccc1F)NCc1ccc(-n2cccc2)cc1 | -17%[10 µM] | 1%[9.22 µM] | -1% | 9% | 2% | 15% | -10%
C=CCc1ccc(OCCn2cccc2C=O)c(OC)c1 | -28% | 6%[0.0737 µM] | -2%[38.3 µM] | -12% | -5% | -9% | 6%

Compound activity deposited in PubChem by National Center for Advancing Translational Sciences (NCATS).
